GLP1R ag: GLP-1 receptor (human) agonism; P43220; Potency, µM (highest dose often 45.6 µM), without a hit: at the highest dose activation, hits mostly activators; 380,000 tested, 0.007% active; HEK293 GLP-1R CRE-luciferase, luminescence, 4-6 h; cells express a hypersensitive GLP-1R form; note: potency is the fitted concentration of half-maximal effect; % of control where 0% means no effect
Target sequence (P43220 whole entry, looked up): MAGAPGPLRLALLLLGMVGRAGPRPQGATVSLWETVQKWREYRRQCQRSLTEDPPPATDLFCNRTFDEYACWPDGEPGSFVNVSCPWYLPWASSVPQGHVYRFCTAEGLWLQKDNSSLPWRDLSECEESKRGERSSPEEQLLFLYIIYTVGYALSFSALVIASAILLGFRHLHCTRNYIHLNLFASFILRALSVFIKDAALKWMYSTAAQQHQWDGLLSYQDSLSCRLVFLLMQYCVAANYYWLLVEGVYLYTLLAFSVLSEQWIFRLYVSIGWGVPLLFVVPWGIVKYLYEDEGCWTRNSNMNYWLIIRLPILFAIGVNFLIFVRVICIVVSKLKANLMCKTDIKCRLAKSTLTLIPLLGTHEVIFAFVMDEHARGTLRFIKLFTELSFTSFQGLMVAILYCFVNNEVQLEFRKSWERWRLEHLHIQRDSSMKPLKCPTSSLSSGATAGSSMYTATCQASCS
D3 antag: antagonists of human D3 dopamine receptor | P35462 | D3R cells, DiscoveRx beta-arrestin luminescence, antagonist mode; active compounds read low | max response, negative = inhibition, % | 360,000 tested, 2.5% active; in the data active = max response below about -50%; inconclusive = no clear call, values can overlap the other calls; note: % is set by controls: 0 for no effect and ±100 for the full control effect; mostly tested at two doses, the higher about 12 µM
Target sequence (P35462 whole entry, looked up): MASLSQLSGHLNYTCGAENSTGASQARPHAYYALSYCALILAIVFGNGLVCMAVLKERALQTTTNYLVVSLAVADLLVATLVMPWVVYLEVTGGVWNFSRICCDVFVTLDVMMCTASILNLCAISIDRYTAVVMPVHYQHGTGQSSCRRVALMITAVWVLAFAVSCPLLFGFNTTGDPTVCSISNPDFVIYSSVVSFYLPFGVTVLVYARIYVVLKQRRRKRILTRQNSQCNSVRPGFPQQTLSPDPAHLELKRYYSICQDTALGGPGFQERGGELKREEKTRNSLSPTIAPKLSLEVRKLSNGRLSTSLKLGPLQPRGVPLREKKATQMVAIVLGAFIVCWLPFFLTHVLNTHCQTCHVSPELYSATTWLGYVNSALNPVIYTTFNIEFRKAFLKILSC
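Cells expressing the human receptor were seeded at 1500 cells/well, incubated overnight at 37 degrees C in 5% CO2, then exposed to library compounds with dopamine controls for 90 minutes at 37 degrees C before luminescent detection.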
DRD3 agonist: agonists of human D3 dopamine receptor. P35462. D3R DiscoveRx beta-arrestin cells, luminescence, 90 min. max activation, %. 410,000 tested, 0.58% active; in the data active = max activation above about 30%; note: 0% is about no effect; mostly tested at two doses, the higher about 12 µM
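Cells at 1500/well, incubated overnight, then treated with pinned compounds (dopamine as control) for 90 min at 37 degrees C. DiscoveRx reagent added for 30 - 60 minutes at room temperature; luminescence read.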
HT1080 IDH1KD tx: kills HT-1080 cells with IDH1 knockdown; HT-1080 IDH1 knockdown viability, ATP luminescence, 48 h; Potency, µM (titrated, usually from 46.1 µM), inactives show at the highest dose activity, negative = toxicity, actives largely listed as cytotoxic; 360,000 tested, 2% active;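 note: potency is the fitted concentration of half-maximal effect; 0% = DMSO wells and -100% = cell-free medium wells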
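Viability of IDH1-knockdown HT-1080 fibrosarcoma cells was assessed by CellTiter-Glo after 48 h at 37 °C with titrated compound; concentration-effect curves were classified by fit quality and response size.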
HT1080NT lethal: kills 2HG-producing HT-1080-NT fibrosarcoma cells | HT-1080-NT fibrosarcoma viability, CellTiter-Glo ATP luminescence, 48 h | Potency, µM (doses to about 46.1 µM), inactives show top-dose activity, negative = less viability, hits mostly cytotoxic | 360,000 tested, 1.6% active | AID 686970;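 note: NT is the 2HG producing partner of a matched IDH1 knockdown line; potency is the fitted concentration of half-maximal effect; 0% = DMSO-treated cells and -100% = media-only wells without cells; nearly all actives have a fitted effect of over 55% in size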
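HT-1080-NT fibrosarcoma cells (2HG-overproducing), 750 cells/well in RPMI with 5% FBS, dosed after 2 h and incubated 48 h at 37C. CellTiter-Glo luminescence normalized to DMSO and no-cell wells; concentration-response curves fitted and classed.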
KB-V1 cytotox: KB-V1 MDR subline cytotoxicity; KB-V1 MDR cells viability, CellTiter-Glo, 72 h; Potency, µM (titrated, usually from 46.1 µM), for inactives: at the highest dose activity change, negative = cytotoxicity, usual class: cytotoxic; 400,000 tested, 3.4% active; note: potency is the fitted concentration of half-maximal effect; % is set by controls: 0 for no effect and ±100 for the full control effect; nearly all actives have a fitted effect of over 60% in size
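qHTS viability screen in drug-selected KB-V1 MDR cells: 72 h compound treatment at 37 degrees C, ATP luminescence end point.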
SW480 rereplic: induces DNA re-replication in SW480 colon adenocarcinoma cells; Potency, µM (series often up to 46.1 µM), for the others: at the top dose re-replication activation, usual class: activators; 340,000 tested, 1.8% active; SW480 DNA re-replication, Hoechst DNA content imaging, 48 h; note: potency is the fitted concentration of half-maximal effect; % of control where 0% means no effect; nearly all actives have a fitted effect of over 55% in size
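Treated cells incubate 48 hr (37 C, 5% CO2), are stained 40 min with Hoechst, and nuclear fluorescence is enumerated; a rise in nuclei with high DNA signal marks re-replication.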
IL1B secr inh: inflammasome signaling inhibition, IL-1 beta readout. THP-1 LPS/ATP IL-1B secretion, AlphaLISA, 16 h; active compounds read low. activity change, % at 57.5 µM. 360,000 tested, 4.7% active. AID 743279; in the data active = activity change below about -50%; inconclusive = mostly about -30% to -49%; note: % is set by controls: 0 for no effect and ±100 for the full control effect
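THP-1 cells pretreated 1 hr with compounds (up to 57.5 uM final), then stimulated with LPS (250 ng/mL final) plus ATP (1.25 mM final); secreted IL-1B measured by AlphaLISA after 16 hr, decreased signal indicating inhibition.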
KB-3-1 tox: kills parental KB-3-1 adenocarcinoma cells; KB-3-1 viability, CellTiter-Glo ATP luminescence, 72 h; Potency, µM (series often up to 46.1 µM), without a hit: at the top dose activity change, negative = cytotoxic, usual class: cytotoxic; 400,000 tested, 1.4% active; AID 1347075; note: potency is the fitted concentration of half-maximal effect; % is set by controls: 0 for no effect and ±100 for the full control effect; nearly all actives have a fitted effect of over 60% in size
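Cells are dispensed, compounds pinned in, plates held at 37 °C for 72 h, then CellTiter-Glo is added and luminescence read after 10 minutes. Cell line: parental KB-3-1 in phenol-red-free DMEM, 10% FBS.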
* marks the source's active call; other numbers are inactive results; ? = inconclusive; nt = no result given; [ ] = another dose, or the depositor's remark. Unless noted, calls come from the whole dose curve; as a rule, active = well fitted curve in the direction sought with a large enough effect; inconclusive = small, poorly fitted or top-dose-only effect, or another doubt; inactive = no such curve, though single readings can be large; an effect the other way counts as inactive or inconclusive.

SMILES	GLP1R ag	D3 antag	DRD3 agonist	HT1080 IDH1KD tx	HT1080NT lethal	KB-V1 cytotox	SW480 rereplic	IL1B secr inh	KB-3-1 tox
C#CCOCCOCCOCCNc1nc(N2CCN(C(=O)[C@H]([C@@H](C)CC)n3cc([C@@H](N)CC(C)C)nn3)CC2)nc(N2CCN(C(=O)[C@H](CCCCN)n3cc([C@@H](N)CO)nn3)CC2)n1	-3%	?	-10	1%	2%	-13%	-38%[inhibitor][9.22 µM]	-8	-13%
Cc1ccc(S(=O)(=O)NCCC(=O)Nc2cccc(Cl)c2)cc1	-10%	0	-10	6%	8%	16µM*	0.29µM*	-16	-20%
CN(C)S(=O)(=O)c1ccc2c(c1)nc(CCC(=O)NCC(=O)Nc1ccc(F)c(F)c1F)n2C	-4%	-22	-13	-3%	-16%	13%	nt	44	3%
O=C(CN1CCN(S(=O)(=O)c2cc(Br)ccc2Br)CC1)NCc1ccccc1Cl	2%	7	2	-25%	-9%	3.7µM*	11%	-18	-14%
Cc1c(NC(=O)C(C)N2CC(C)OC(C)C2)c(=O)n(-c2ccccc2)n1C (stereo not drawn)	-2%	-14	3	2%	3%	12%	-2%	2	1%
O=C(COc1ccc2ccccc2c1)Nc1ccc2c3c(cccc13)CC2	-5%	6	2	?	?	-10%	-9%	7	-13%
Cc1coc2cc3oc(=O)cc(C)c3cc12	27%	30	-4	-3%	2%	-36%	?	-13	26%
O=C(/C=C/c1ccc(O)c(O)c1)OCCc1ccccc1	-2%	1	7	?	?	?	13%	-25	-15%
N#CCCN(Cc1ccccc1)C(C(=O)NC1CCCCC1)c1cc2ccccc2o1 (stereo not drawn)	3%	13	-4	?	-25%	?	nt	33	?
O=C(NC1CCCCCC1)c1ccc(Br)o1	7%	10	-5	-5%	-3%	1%	1%	12	-2%
CCOC(=O)COc1ccc(CC)cc1C(=O)c1ccn2nc(-c3ccc(F)cc3)cc2n1	1%	nt	6	nt	nt	?	nt	nt	1%
CC1=CC(c2ccc(Cl)cc2)n2nc(NC(=O)CCCC(=O)O)nc2N1 (stereo not drawn)	4%	-10	14	6%	14%	18%	3%	-3	15%
CCN(CC)S(=O)(=O)c1ccc(-n2cnc3cc(C)c(C)cc32)nc1	7%	-9	-4	-1%	-11%	?	0%	0	-3%
COc1ccc(C(=O)CSc2cc(C)[nH]c(=O)n2)cc1	-1%	-51*	-3	0%	-3%	0%	-3%	21	-7%
Cc1c(NC(=O)C(C)Sc2ncnc3ccccc23)c(=O)n(-c2ccccc2)n1C (stereo not drawn)	4%	-3	-4	4%	0%	14%	-5%	21	9%
C[C@H](NC(=O)CC[C@H]1O[C@@H](n2ccc(=O)[nH]c2=O)[C@H](O)[C@@H]1O)c1cccc2ccccc12	-5%	-12	1	19%	19%	14%	nt	0	0%
C/C(=N/NS(=O)(=O)c1ccc(C)cc1)c1cccc(NC(=O)c2cccc(Cl)c2)c1	13%	31	5	-27%	?	-15%	1%	-13	-8%
O=C(Nc1ccc(CCC(=O)N2CCCC2)cc1)c1ncn[nH]1	-2%	12	5	1%	0%	28%	1%	-11	0%
COc1cccc(NC(=O)[C@H](C)NC(=O)N2CCn3c2nc2ccccc23)c1	-2%	0	2	-11%	-16%	26%	-30%	13	7%
CC(C)(C)OC(=O)N1CCc2onc(-c3ccccc3F)c2C1=O	0%	4	3	-3%	1%	-2%	nt	-7	?

Next part, starting with the last 2 of the part before.
SMILES	GLP1R ag	D3 antag	DRD3 agonist	HT1080 IDH1KD tx	HT1080NT lethal	KB-V1 cytotox	SW480 rereplic	IL1B secr inh	KB-3-1 tox
COc1cccc(NC(=O)[C@H](C)NC(=O)N2CCn3c2nc2ccccc23)c1	-2%	0	2	-11%	-16%	26%	-30%	13	7%
CC(C)(C)OC(=O)N1CCc2onc(-c3ccccc3F)c2C1=O	0%	4	3	-3%	1%	-2%	nt	-7	?
CCOc1ccc(Cn2c(=O)oc3ccc(C)cc32)cc1OC	24%	34	5	-9%	-23%	?	3%	-12	-6%
Cc1nonc1CC(=O)N1CCc2c([nH]c3ccccc23)C1c1ccccc1F (stereo not drawn)	9%	6	0	-21%	-29%	-11%	-93%[inhibitor]	?	-20%
CC(NC(=O)CN1CCOCC1)c1ccc(F)cc1 (stereo not drawn)	-6%	-27	-4	14%	-1%	36%	-4%	-8	13%
COc1cc(CNc2ccc3[nH]c(=O)[nH]c3c2)ccc1OCc1ccc(F)cc1	3%	12	5	-25%	-10%	?	14%	-7	-4%
COC(=O)CSc1nnc(-c2ccccc2OC)n1-c1ccc(C)cc1	-3%	-20	4	0%	4%	6%	3%	25	5%
CCOc1ccc(NC(=O)CN(C)C(=O)c2cccc(S(=O)(=O)N3CCN(C)CC3)c2)cc1OCC	11%	-16	9	9%	4%	3%	-26%	9	-7%
CC(=O)Oc1ccc(N2C(=O)C3C4C=CC(O4)C3C2=O)cc1 (stereo not drawn)	0%	-10	-5	-26%[9.24 µM]	-10%	17%	-2%	13	1%
C[C@H](O)[C@@H]1C(=O)N2CCc3c([nH]c4ccccc34)[C@@H]2C[C@@H]1N(C)C(=O)Nc1cccc2ccccc12	1%	8	6	?	?	5%	nt	-15	0%
O=C(NCC(O)c1nc2ccccc2[nH]1)c1cc2ccccc2[nH]1 (stereo not drawn)	9%	0	-9	5%	4%	-5%	nt	-7	0%
O=C(c1ccc(C(F)(F)F)cc1)C1CCCN(C(=O)Cn2cnnn2)C1 (stereo not drawn)	-3%	-28	-5	-3%	-1%	-18%	-8%	12	-11%
CCOC(=O)N1CCC(NC(=O)C2CCC(CNS(=O)(=O)c3ccc(OC)cc3)CC2)CC1 (stereo not drawn)	-14%	11	3	21%	14%	?	-5%	-1	0%
O=C(CSc1nnnn1-c1ccc(O)cc1)c1ccc(F)cc1	-3%	8	5	0%	-1%	?	?	44	2%
CC1=Nc2ccccc2/C1=C/c1c(N)n2c(S(=O)(=O)C(C)C)nsc2nc1=O	1%	-13	4	6%	3%	6%	-9%	6	14%
COc1ccc(NC(=O)COC(=O)C2CCC(C(C)(C)C)CC2)c([N+](=O)[O-])c1 (stereo not drawn)	12%	1	2	4%	-2%	30%	-1%	0	6%
Cc1cc(=O)c2ccccc2n1CC(=O)NCc1ccccc1	2%	-25	8	0%	1%	4.6µM*	-2%	12	-17%
O=C(Nc1nccs1)[C@@H]1CCCN1S(=O)(=O)c1ccccc1F	6%	5	-2	-1%	-1%	-13%	2%	6	15%
CCCCNC(=O)c1c(CSc2ccccc2)noc1C(=O)NCc1ccccc1	-2%	5	18	5%	3%	-19%	5%	7	0%
CCC(OC(=O)CC1Sc2ccccc2NC1=O)C(=O)NCC1CCCO1 (stereo not drawn)	-1%	-8	-11	10%	-7%	8%	-6%	-2	-18%
COc1ccccc1N1C(=O)CC(Sc2nc(C)cc(C)n2)C1=O (stereo not drawn)	4%	9	27	0%	?	2%	-5%	19	17%
CN(C)c1ccc(Nc2ncnc3sc4c(c23)CCCC4)cc1	0%	nt	-1	nt	nt	0%	nt	nt	-7%
Cc1c(CCC(=O)O)c(=O)oc2c(C)c(OCc3cc4c(cc3Cl)OCO4)ccc12	11%	-2	10	5%	-1%	-20%	7%	-13	-3%
CC(=O)c1c(C)[nH]c(C(=O)CSc2nc3ccccc3c(=O)n2CCCO)c1C	16%	-16	-3	-21%	-24%	-25%	-20%	63	2%
CC(=O)Nc1ccc(NC(=O)c2ccccc2F)cc1	4%	19	2	9%	12%	-7%	-20%	0	1%
O=C(COC(=O)c1c(Cl)cccc1Cl)Nc1cccc(S(=O)(=O)NC2=NCCCCC2)c1	14%	-11	8	6%	9%	0%	-18%	-19	30%
COc1ccc(-c2nn(-c3ccccc3)cc2C2CC(c3cccs3)=NN2C(=O)CCCC(=O)O)cc1 (stereo not drawn)	0%	36	3	3%	-1%	0%	-5%	0	-4%
Nc1nonc1/C(=N/O)N1CCN(CCO)CC1	-9%	-64*	-13	26%	29%	7%	-3%[9.22 µM]	-11	4%
COc1ccc(C(=O)COC(=O)c2ccc3ccccc3n2)cc1	10%	-15	-3	22%	16%	4%	68%	3	8%
CC(C)c1ccc(C(=O)NNC(=O)c2n[nH]c(=O)c3ccccc23)cc1	1%	32	9	-1%	0%	-5%	-6%	11	6%
COc1cc(C(=O)Oc2cc(N)n(S(=O)(=O)c3ccccc3)n2)cc(OC)c1OC	-1%	-24	-11	-4%	-3%	?	-8%	57	-7%
COC(=O)c1ccccc1NC(=O)Cn1cnc2cc(C)c(C)cc21	7%	15	23	-23%	2%	?	?	30	-22%

As entered above.
Nc1nonc1/C(=N/O)N1CCN(CCO)CC1 | HT1080 IDH1KD tx = 26%
COc1cc(C(=O)Oc2cc(N)n(S(=O)(=O)c3ccccc3)n2)cc(OC)c1OC | SW480 rereplic = -8%

Remaining list, next part.
SMILES	GLP1R ag	D3 antag	DRD3 agonist	HT1080 IDH1KD tx	HT1080NT lethal	KB-V1 cytotox	SW480 rereplic	IL1B secr inh	KB-3-1 tox
Cc1ccc(-c2ccc(CN3C(CC(C)C)C(=O)N(Cc4cn(CCC5OCCO5)nn4)CCS3(=O)=O)cc2)cc1 (stereo not drawn)	0%	-22	1	18µM*	18µM*	-10%	nt	-21	?
COc1cc(/C=C2/C(=N)N3C(=NC2=O)SN=C3S(=O)(=O)C(C)C)ccc1OC(=O)c1ccco1	-6%	-9	5	0%	6%	-11%	?	12	9%
CCOc1ccc(-c2nnc(N3CCOCC3)c3ccccc23)cc1	9%	24	0	-1%	-10%	-5%	-8%	-18	0%
COc1ccc(COC(=O)C2=C(C)NC(=O)NC2c2ccc(OC)cc2)cc1 (stereo not drawn)	-1%	10	-9	-21%	-1%	?	?	0	?
O=C(Nc1ccc(F)cc1)C(c1cccc(F)c1)N1CCN(c2ccncc2)CC1 (stereo not drawn)	nt	13	-3	-16%	-21%	-5%	nt	-24	13%

From PubChem BioAssay
